Tau FP inhib: qHTS for Inhibitors of Tau Fibril Formation, Fluorescence Polarization; K18 P301L tau heparin fibrillization, Alexa594 FP, 6 h; 280,000 compounds, 0.39% hits; Potency, µM (top dose mostly 57.7 µM), for the others: at the top dose activity, negative = inhibition, hits mostly inhibitors; Microtubule-associated protein tau (Homo sapiens), P10636; note: % is set by controls: 0 for no effect and ±100 for the full control effect; nearly all actives have a fitted effect of over 55% in size
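Read-out: fluorescence polarization of Alexa 594-labeled tau (0.24 uM), 555 nm excitation, 632 nm emission. Mixtures held 15 uM unlabeled K18 P301L, compound and 20 uM heparin, pH 7 acetate buffer, incubated 6 hr at 37 C.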
TRb SRC2 PPI: qHTS for Inhibitors of the Interaction of Thyroid Hormone Receptor and Steroid Receptor Coregulator 2; Thyroid hormone receptor beta (Homo sapiens), P10828; TRbeta-SRC2 peptide binding, fluorescence polarization; receptor liganded with 1 µM T3; Potency, µM (series often up to 106 µM), for the others: at the highest dose activity change, negative = inhibition, actives largely listed as inhibitors; 280,000 compounds, 0.065% hits;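 note: plate controls were bound peptide for no effect and peptide without receptor for full effect; nearly all actives have a fitted effect of over 50% in size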
Target sequence (P10828 whole entry, looked up): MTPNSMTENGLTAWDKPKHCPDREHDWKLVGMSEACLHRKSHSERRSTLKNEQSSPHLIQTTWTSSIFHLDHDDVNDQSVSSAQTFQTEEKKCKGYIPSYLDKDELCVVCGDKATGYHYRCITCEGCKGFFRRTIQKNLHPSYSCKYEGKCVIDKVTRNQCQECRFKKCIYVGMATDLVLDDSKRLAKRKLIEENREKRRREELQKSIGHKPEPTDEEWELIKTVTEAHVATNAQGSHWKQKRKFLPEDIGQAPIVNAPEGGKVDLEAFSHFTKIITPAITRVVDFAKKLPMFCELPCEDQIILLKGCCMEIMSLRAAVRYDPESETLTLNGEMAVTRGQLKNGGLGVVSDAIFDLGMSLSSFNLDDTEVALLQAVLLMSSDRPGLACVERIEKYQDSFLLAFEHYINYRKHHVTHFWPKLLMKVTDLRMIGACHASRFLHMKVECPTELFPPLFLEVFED
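Human TRb LBD (0.6 uM) plus Texas Red-labeled SRC2 peptide (20 nM), 1uM T3, 5% DMSO, 5 hr at ambient temperature. Decreased polarization (555/632 nm) flags inhibition; data normalized to free and bound peptide controls.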
RECQ1 inh: qHTS Assay for Inhibitors of RecQ-Like Dna Helicase 1 (RECQ1). RECQ1 DNA unwinding, red fluorescence kinetic read. 240,000 compounds, 0.54% hits. ATP-dependent DNA helicase Q1 (Homo sapiens), P46063. Potency, µM (highest dose often 57.3 µM), for the others: at the highest dose activity, negative = inhibition, usual class: inhibitors;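 note: plate controls were vehicle for no effect and no enzyme for full effect; nearly all actives have a fitted effect of over 30% in size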
Target sequence (P46063 whole entry, looked up): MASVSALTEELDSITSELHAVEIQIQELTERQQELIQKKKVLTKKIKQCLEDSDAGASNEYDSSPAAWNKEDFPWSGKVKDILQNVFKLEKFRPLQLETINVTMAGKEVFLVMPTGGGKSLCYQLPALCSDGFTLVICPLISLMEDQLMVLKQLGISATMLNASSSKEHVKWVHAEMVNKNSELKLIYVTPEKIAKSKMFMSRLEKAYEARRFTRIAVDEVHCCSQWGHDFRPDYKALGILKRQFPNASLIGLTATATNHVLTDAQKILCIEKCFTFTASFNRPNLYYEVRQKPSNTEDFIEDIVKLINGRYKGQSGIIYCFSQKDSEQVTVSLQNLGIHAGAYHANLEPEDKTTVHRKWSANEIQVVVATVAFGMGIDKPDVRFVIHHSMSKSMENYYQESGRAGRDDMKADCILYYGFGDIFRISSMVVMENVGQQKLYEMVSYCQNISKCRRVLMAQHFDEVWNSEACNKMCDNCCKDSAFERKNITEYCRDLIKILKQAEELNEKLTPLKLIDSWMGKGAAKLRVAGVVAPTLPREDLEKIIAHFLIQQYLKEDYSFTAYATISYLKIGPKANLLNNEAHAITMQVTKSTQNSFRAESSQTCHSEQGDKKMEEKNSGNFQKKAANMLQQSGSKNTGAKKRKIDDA
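50 nM RECQ1T1 preincubated 15 min with compound in Tris pH 8.0 buffer with MgCl2, DTT, Tween-20 and 2.5 ug/ml poly(dI-dC); started with 200 nM TAMRA/BHQ-2 forked duplex and 2 mM ATP. Unwinding read as fluorescence (525/598 nm), two reads 2 h apart.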
TexasRed fluor: Total Fluorescence Counterscreen for Inhibitors of the Interaction of Thyroid Hormone Receptor and Steroid Receptor Coregulator 2 | TRb/SRC2 Texas Red total fluorescence interference | Potency, µM (series often up to 106 µM), for the others: at the highest dose fluorescence change, negative = quenching | 280,000 compounds, 0.29% hits | AID 1479, 2009; active = well fitted curve in either direction with a large enough effect; inconclusive = small, poorly fitted or top-dose-only effect; note: % is set by controls: 0 for no effect and ±100 for the full control effect
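Human TRb ligand-binding domain at 0.6 uM with 20 nM Texas Red SRC2 peptide in Tris buffer containing 1 uM T3 and 5% DMSO, incubated with compound 5 h at ambient temperature. Total fluorescence (555/632 nm) calculated as parallel + 2 × perpendicular.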
L3MBTL1 inh: qHTS Assay for the Inhibitors of L3MBTL1; 230,000 compounds, 0.66% hits; Lethal(3)malignant brain tumor-like protein 1 (Homo sapiens), Q9Y468; Potency, µM (doses to about 57.1 µM), for inactives: at the top dose activity, negative = inhibition, hits mostly inhibitors; AlphaScreen L3MBTL1–H3K9me1 peptide binding; AID 485360, 2010; note: % is set by controls: 0 for no effect and ±100 for the full control effect; nearly all actives have a fitted effect of over 60% in size
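Displacement of a biotinylated histone H3(1-15) peptide monomethylated at Lys9 (75 nM) from L3MBTL1 (50 nM) was measured by AlphaScreen after a 30 min room-temperature compound incubation; cefsulodin titration served as intraplate control.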
HTT cytoprotect: qHTS Multiplex Assay to Identify Dual Action Probes in a Cell Model of Huntington: Cytoprotection (ATP); PC12 HTT-Q103 induced, cytoprotection, ATP luminescence, 40 h; Potency, µM (top dose mostly 56.4 µM), inactives show cytoprotection (ATP increase), hits mostly activators; 230,000 compounds, 0.14% hits; AID 1471, 2008;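 note: % of control where 0% means no effect; nearly all actives have a fitted effect of over 45% in size; toxic huntingtin expression switched on by the ecdysone agonist tebufenozide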
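Huntington model: PC12 line, ecdysone-inducible HTTQ103 exon1–GFP, tebufenozide 100 nM. Test articles in a dose series. Endpoint luminescence from cellular ATP.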
Tau ThT inhib: qHTS for Inhibitors of Tau Fibril Formation, Thioflavin T Binding; Microtubule-associated protein tau (Homo sapiens), P10636; recombinant tau K18 P301L, heparin-induced fibrillization, ThT fluorescence; Potency, µM (series often up to 57.4 µM), for inactives: at the top dose activity, negative = inhibition, most hits filed as inhibitors; 270,000 compounds, 2.1% hits; note: % is set by controls: 0 for no effect and ±100 for the full control effect; nearly all actives have a fitted effect of over 55% in size
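Fibril formation assay: tau K18 P301L at 15 uM with trace Alexa 594 label, heparin inducer 20 uM, pH 7 sodium acetate buffer, 37 C for 6 hr; endpoint ThT signal.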
Tau fluor counter: Counterscreen qHTS for Inhibitors of Tau Fibril Formation, Fluorescence Polarization; tau K18 P301L Alexa594 fluorescence, heparin fibrillization; Potency, µM (series often up to 57.7 µM), inactives show at the top dose activity change, negative = decrease; 280,000 compounds, 0.93% hits; AID 1463, 2008; note: % is set by controls: 0 for no effect and ±100 for the full control effect; nearly all actives have a fitted effect of over 55% in size
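Human tau K18 P301L (15 uM unlabeled, 0.24 uM Alexa 594-labeled) in 100 mM sodium acetate pH 7 with 20 uM heparin, 6 hr at 37 C. ThT 30 uM added, 1 hr ambient; Alexa 594 FP and total fluorescence read at 555/632 nm.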
* hit, by the source's call; i = inactive; ? = inconclusive; . = not tested or not shown; & = joins results of further samples; [ ] = another dose, or the depositor's remark. Unless noted, calls come from the whole dose curve; as a rule, active = well fitted curve in the direction sought with a large enough effect; inconclusive = small, poorly fitted or top-dose-only effect, or another doubt; inactive = no such curve, though single readings can be large; an effect the other way counts as inactive or inconclusive. Potency is the fitted concentration of half-maximal effect.

SMILES | Tau FP inhib | TRb SRC2 PPI | RECQ1 inh | TexasRed fluor | L3MBTL1 inh | HTT cytoprotect | Tau ThT inhib | Tau fluor counter
COc1ccc(NC(=O)c2nnn(CC(=O)Nc3ccc(C)c(C)c3)c2N)cc1OC | 9% | 6% | . | 3% | . | . | ? | -24%
Cc1cccc(NC(=S)/N=C(\N)Nc2nc(C)c3ccccc3n2)c1 | 2% | 9% | 0% | -2% | -9% | 15%[10 µM] | 11% | 10%
O=C(CSc1ccccn1)Nc1ccc2ccccc2c1 | -12% | 2% | -6% | 0% | 7% | 8%[10 µM] | -13% | -27%
CN(C)c1ccc(/C=N/OC(=O)Nc2ccccc2Cl)cc1 | 0% | 1% | i | 0% | . | -41%[inhibitor] | -11% | -9%
O=C(COC(=O)c1ccco1)Nc1ccc2c(c1)OCCO2 | 2% | -3% | -4% | 0% | 0% | -13% | -5% | 5%
O=C(Nc1cccc(C(F)(F)F)c1)C1CCCN(S(=O)(=O)c2cnc[nH]2)C1 (centres undefined) | -4% | -3% | -16% | -7% | 12% | -1% | 6% | 1%
CN1CCC(OC(c2ccccc2)c2ccccc2)CC1 | -16%&-5% | -7% | -11% | -3% | ? | -27% | -4%&-2% | -16%&-11%
COCCNC(=O)CSc1nc(-c2ccc(C)cc2)nc2c1c(=O)n(C)c(=O)n2C | -3% | -3% | . | -1% | . | . | -7% | -4%
O=C(CSc1nnc2ccccn12)Nc1cccc(-c2nc3ccccc3s2)c1 | -4% | -1% | -5% | -4% | 7% | . | 3% | -1%
Cc1cccc(-c2nc3c(c(SCc4ccccc4Cl)n2)Cc2c(CO)cnc(C)c2O3)c1 | 9% | 4% | . | -3% | . | . | 10% | 8%
Cn1c(N)c(C(=O)COC(=O)c2ccc(Br)o2)c(=O)n(C)c1=O | -7% | -3% | -2% | 0% | -4% | -28% | -9% | -10%
Cc1cccc(C)c1 | . | 2% | 0% | 0% | . | -11% | . | .
O=C(NCCCCO)c1ccc2c3c(cccc13)CC2 | -4% | 0% | -3% | -4% | 1% | 1% | -17% | -1%
CCCC12CN3CCN(CC(C3)/C1=N\NC(=O)c1ccccc1N)C2 | 0% | -4% | -1% | -1% | -16% | -7%[10 µM] | -4% | 0%
NC(=O)NC(Cc1ccccc1)c1ccccc1 (centres undefined) | -6% | -1% | -4% | 0% | -4% | 3% | -7% | -5%
CC(=O)N1CCN(Cc2nc3cc(NC(=O)Cn4nc(C)c5ccccc5c4=O)ccc3n2C)CC1 | -6% | -4% | -16% | -1% | . | -9% | -7% | -8%
COC(=O)c1sc(NC(=O)COc2c(C)cccc2C)nc1C | -6% | -5% | i | -1% | 33%[activator] | 11%[10 µM] | 10% | 7%
Cc1cccc(C)c1OCC(=O)N/N=C/c1ccncc1 | 0% | -4% | -3% | 0% | 7% | 11%[10 µM] | -1% | 2%
Cc1cccc(-c2nc(=S)c3c(o2)CCCC3)c1 | 1% | -20% | 6% | -1% | . | -14% | ? | -17%
CN(Cc1ccccc1)c1ncnc2c1nnn2C | -16% | 1% | . | 0% | . | . | -2% | -4%
O=C(CN1C(=O)CC(c2ccccc2)=Nc2ccccc21)Nc1ccc(Br)cc1 | ? | 5% | . | 1% | . | . | -1% | -26%
c1coc(-c2nn3c(Cn4nnc5ccccc54)nnc3s2)c1 | 3% | -6% | -14% | -1% | -1% | -8%[0.074 µM] | -4% | 0%
COc1ccc(C)cc1NC(=O)CNC(C)C(=O)Nc1cc(Cl)ccc1Cl (centres undefined) | -2% | -4% | i | 0% | 10% | 13%[10 µM] | -18% | -19%
Cc1cc(C)n(C(=O)/C(C#N)=N\Nc2ccccc2[N+](=O)[O-])n1 | -4% | 2% | -6% | -4% | -7% | -29% | ? | -9%
COc1ccc(-c2noc(-c3ccc(N4CCCCC4C)c([N+](=O)[O-])c3)n2)cc1OC (centres undefined) | -4% | 1% | . | 0% | . | . | 6% | -6%
CCc1ccccc1Cn1c(=O)oc2cccnc21 | -8% | -3% | -4% | -2% | -2% | -5%[10 µM] | -8% | -12%
COc1ccc2oc(-c3ccc(C)c(NC(=O)c4ccc(-c5ccccc5[N+](=O)[O-])o4)c3)nc2c1 | -6% | 0% | . | ? | . | . | ? | -27%
CCCOc1cccc(C2C(C(=O)c3ccco3)=C(O)C(=O)N2CCN(CC)CC)c1 (centres undefined) | -1% | -1% | i | 0% | -3% | 1%[0.074 µM] | -6% | -1%
CCOC(=O)c1c(NC(=O)C2(C)Cc3ccccc3C(=O)O2)sc2c1CCCC2 (centres undefined) | -4% | 5% | -1% | -4% | -12% | 27%[10 µM] | 3% | -8%
CCN1CCN(c2cc(C)nc(-c3ccccc3O)n2)CC1 | 0% | 4% | i | 5% | -5% | -8%[10 µM] | -6% | -8%
Cc1ccc(S(=O)(=O)Nc2cc3c(C(=O)OCc4ccccc4)c(C)oc3c3ccccc23)c(C)c1 | -8% | 8% | . | -2% | . | . | -2% | -23%
CC(C)OC(=O)CC1C(=O)NCCN1C(=S)NC(=O)c1ccccc1Cl (centres undefined) | 3% | 7% | 2% | -1% | -1% | 8% | -9% | -8%
O=C(CSC1=NCCS1)Nc1ccc(F)cc1 | -6% | -3% | 0% | -1% | -2% | 5%[10 µM] | -13% | -11%
COc1cccc2sc(=NC(=O)c3ccc(S(=O)(=O)N4CCCCC4)cc3)n(C)c12 | -3% | 7% | . | 7% | . | . | -2% | -7%
CCOC(=O)N1CCN(c2nc(-c3ccc(OC)cc3)no2)CC1 | -3% | -14% | -18% | -1% | 6% | -6% | ? | -11%
Cc1ccc2c(c1)c1c(n2CC(O)CN2CCCCC2C)CCCC1 (centres undefined) | ? | -2% | 11% | 0% | . | -4%[10 µM] | . | ?
COC(=O)c1ccc2c(c1)c(C#Cc1ccccc1)c(-c1ccccc1)n2C | -15%[81.3 µM] | 1% | -25%[81.1 µM] | 1% | 54%[activator] | -45%[inhibitor] | -14%[81.4 µM] | -28%[81.3 µM]
Cc1c(C(=O)N2CCN(c3ccccc3)CC2)sc2nc3n(c(=O)c12)CCC3 | -9% | -4% | . | ? | . | . | ? | ?
Cc1c(C(=O)OCC(C)C)[nH]c2c1C(=O)CC(c1ccco1)C2 (centres undefined) | 0% | -7% | 15% | -2% | ? | -34%[inhibitor] | ? | -10%
CCN(CC)c1ccc(/C=N/NC(=O)c2c(Cl)cnn2C)c(O)c1 | 9% | -2% | i | -8% | ? | . | -1% | -1%
C=CCn1c(SCC(=O)Nc2ccc(NC(=O)c3ccco3)c(OC)c2)nnc1-c1ccncc1 | 7% | -2% | -12% | -2% | -4% | -13% | -11% | -3%
CC(=O)OC[C@]1(OC(C)=O)C[C@@]23CC[C@H]4[C@@](C)(CCC[C@@]4(C)C(=O)O)[C@@H]2CC[C@@H]1C3 | 9% | 7% | i | -7% | 8% | . | -15% | -5%
COCCCNC(=O)CSc1nc2cc3c(cc2c(=O)n1CCCCCC(=O)NCc1ccc2c(c1)OCO2)OCO3 | -7% | -4% | . | 0% | . | . | 4% | 0%
O=C(NCC1CCCCC1)C1CCCN(C(=O)NC2CCCCC2)C1 (centres undefined) | 2% | -8% | i | -2% | 4% | -5%[10 µM] | 1% | 6%
CCc1cc2c3c(c1)C1(C(=O)N3C(C)(C)C=C2C)C(C#N)=C(N)Oc2[nH]c(=O)[nH]c(=O)c21 (centres undefined) | ? | 2% | -13% | -3% | . | -24% | 14µM* | ?

Of the compounds above, 8 have a furan ring, fused or not:
SMILES | Tau FP inhib | TRb SRC2 PPI | RECQ1 inh | TexasRed fluor | L3MBTL1 inh | HTT cytoprotect | Tau ThT inhib | Tau fluor counter
O=C(COC(=O)c1ccco1)Nc1ccc2c(c1)OCCO2 | 2% | -3% | -4% | 0% | 0% | -13% | -5% | 5%
Cn1c(N)c(C(=O)COC(=O)c2ccc(Br)o2)c(=O)n(C)c1=O | -7% | -3% | -2% | 0% | -4% | -28% | -9% | -10%
c1coc(-c2nn3c(Cn4nnc5ccccc54)nnc3s2)c1 | 3% | -6% | -14% | -1% | -1% | -8%[0.074 µM] | -4% | 0%
COc1ccc2oc(-c3ccc(C)c(NC(=O)c4ccc(-c5ccccc5[N+](=O)[O-])o4)c3)nc2c1 | -6% | 0% | . | ? | . | . | ? | -27%
CCCOc1cccc(C2C(C(=O)c3ccco3)=C(O)C(=O)N2CCN(CC)CC)c1 (centres undefined) | -1% | -1% | i | 0% | -3% | 1%[0.074 µM] | -6% | -1%
Cc1ccc(S(=O)(=O)Nc2cc3c(C(=O)OCc4ccccc4)c(C)oc3c3ccccc23)c(C)c1 | -8% | 8% | . | -2% | . | . | -2% | -23%
Cc1c(C(=O)OCC(C)C)[nH]c2c1C(=O)CC(c1ccco1)C2 (centres undefined) | 0% | -7% | 15% | -2% | ? | -34%[inhibitor] | ? | -10%
C=CCn1c(SCC(=O)Nc2ccc(NC(=O)c3ccco3)c(OC)c2)nnc1-c1ccncc1 | 7% | -2% | -12% | -2% | -4% | -13% | -11% | -3%

Bioassay records: PubChem BioAssay, National Center for Advancing Translational Sciences (NCATS)

An excerpt; count on the stated rates, not on these rows.
